Screening data from PubChem.
mouse EphA4 binding = inhibitors of EphA4 binding to KYL peptide, primary screen, biochemical, colorimetric, mouse EphA4 (AID 689); one-dose inhibition, % at 10 µM; IC50 in µM for titrated hits; EphA4-AP binding to KYL peptide, pNPP A405; higher % means a stronger effect; 0.1% of 62,000 active; in the data active = a potency from the dose series; inactive = the rest, 99 in 100 with inhibition below about 22%
* = called active by the depositor; & = joins results of further samples. This is a subset; rates above refer to the full screens.

SMILES	mouse EphA4 binding
COC(=O)c1nnn(CC(=O)Nc2cccc(Cl)c2C)c1C(=O)OC	-15%
O=C(Nc1nnc(SCC(=O)N2CCCCC2)s1)c1cccs1	-15%
Nc1nc(CN2CCN(Cc3ccccc3)CC2)nc(Nc2ccccc2)n1	-4%
COC(=O)CSc1nc2sc(C)c(C)c2c(=O)n1C	-28%
Cc1ccc(Cl)cc1Nc1nc(-c2sc(NC(=O)c3ccccc3)nc2C)cs1	-4%
COc1ccc(CNS(=O)(=O)c2ccc(OC)cc2)cc1	-5%
CCCc1[nH]nc2c1C(c1ccc(OCCN3CCOCC3)c(OC)c1)C(C#N)=C(N)O2 (stereo unspecified)	8%
COc1cccc(N2C(=O)c3ccncc3C2=O)c1	26%
CCOC(=O)c1ccc(N=c2sc(C(=O)OC)cc(=O)n2CCCN2CCOCC2)cc1	5%
CCc1cn(S(=O)(=O)c2ccccc2OC)nc1N	-2%
NC(=O)CN1CCCN(S(=O)(=O)c2ccc(Br)cc2)CC1	-8%
O=C(CN1CCN(Cc2ccccc2F)C1=O)NCCN1CCOCC1	-2%
C=CCn1c(SCC(=O)c2ccc(Br)cc2)nnc1C(C)NC(=O)Cc1ccc(OC)cc1 (stereo unspecified)	1%
C#CCSc1nnc(-c2sc3ccccc3c2Cl)o1	4%
Cc1noc(C(=O)NCc2ccccc2)c1Cl	8%

Filtered by structure, those above containing an aryl thioether with sulfur outside any ring.
SMILES	mouse EphA4 binding
O=C(Nc1nnc(SCC(=O)N2CCCCC2)s1)c1cccs1	-15%
COC(=O)CSc1nc2sc(C)c(C)c2c(=O)n1C	-28%
C=CCn1c(SCC(=O)c2ccc(Br)cc2)nnc1C(C)NC(=O)Cc1ccc(OC)cc1 (stereo unspecified)	1%
C#CCSc1nnc(-c2sc3ccccc3c2Cl)o1	4%

2 of the compounds above, as labelled records.
structure: Cc1ccc(Cl)cc1Nc1nc(-c2sc(NC(=O)c3ccccc3)nc2C)cs1
- mouse EphA4 binding: -4%

structure: COc1ccc(CNS(=O)(=O)c2ccc(OC)cc2)cc1
- mouse EphA4 binding: -5%

Remaining list, next part
SMILES	mouse EphA4 binding
Cc1c(CN2CCCCC2)c(O)n(CCCO)c(=O)c1C#N	0%
O=C(/C(=C/c1ccccc1[N+](=O)[O-])c1nc2ccccc2s1)c1ccccc1	3%
Cc1sc(NC(=O)c2ccco2)c(CN2CCN(c3ccccn3)CC2)c1C	6%
COc1ccc(C2C=C(c3ccc(C)c(C)c3)Nc3ncnn32)c(OC)c1OC (stereo unspecified)	1%
CCC(=O)Nc1c(-c2ccccc2)nc2ccc(C)cn12	1%
CCCN(CCC)CCCNC(=O)C1c2cc(OC)c(OC)cc2C(=O)N(C)C1c1cccs1 (stereo unspecified)	-12%
CCCC(=O)N1CCc2[nH]c3ccccc3c2C1	-5%
Cc1cc(OC(=O)c2ccccc2Cl)cc(=O)n1C	-6%
CC(/C=C1\SC(=S)N(NC(=O)c2ccc(C)cc2)C1=O)=C\c1ccccc1	29%
N#Cc1nc(-c2ccc(OCc3ccc(Cl)cc3)cc2)oc1N1CCC(C(N)=O)CC1	-5%
COc1cccc(C(=O)Nc2ccc(NC(=O)c3ccco3)cn2)c1	-12%
COc1cc(NC(=O)CN2C(=O)c3ccccc3S2(=O)=O)c(OC)cc1Cl	-4%
O=[N+]([O-])c1cccc(-c2nc(-c3cccs3)c(-c3cccs3)[nH]2)c1	-6%
Cc1nc(-c2cccnc2)sc1C(=O)Nc1ccc(F)cc1F	-5%
CCN(CC)c1ccc(/C=C(/C#N)c2nc3ccc(C)cc3[nH]2)c(OC(C)C)c1	0%
CCN(CC)C(=O)CN(c1cc(Cl)ccc1OC)S(=O)(=O)c1ccc(C)c([N+](=O)[O-])c1	21%
O=C(O)Cc1ccc(C(=O)c2ccccc2F)s1	14%
COC(=O)c1ccc(C2C(C(=O)c3cc4ccccc4o3)=C(O)C(=O)N2CCCN(C)C)cc1 (stereo unspecified)	-12%
O=C(Nc1ccc(N2C(=O)C3C4c5ccccc5C(c5ccccc54)C3C2=O)cc1Cl)c1ccc(Cl)cc1Cl (stereo unspecified)	1%
COc1ccccc1NC(=O)CN1CCC(C(=O)c2ccc(F)cc2)CC1	-20%
O=C(NCCCCc1ccccc1)C1CC(c2ccccc2[N+](=O)[O-])=NO1 (stereo unspecified)	-14%
C(=C\c1nnc(-c2cccs2)o1)/c1ccccc1	-20%
Cc1cnc(NC(=O)COc2cccc3c2OC(C)(C)C3)s1	-18%
O=C(NC1CCCCC1)c1nn2c(C(F)(F)F)cc(-c3ccco3)nc2c1Br	3%
Cc1cc(NC(=O)COc2ccc(Cl)cc2Cl)n(-c2ccccc2)n1	-20%
COc1ccc(Br)cc1C1CC(=O)N2CN(C)CSC2=C1C#N (stereo unspecified)	-4%
COCCCNC(=O)CNC(=S)N(Cc1ccccc1F)C1CCCCC1	-7%
C/C(=N\OCC(=O)N/N=C/c1ccccc1)c1cccs1	0%
Cc1cc(C)cc(OCC(=O)OCCN2C(=O)c3ccccc3C2=O)c1	2%
COCCCn1cnc2c(c1=O)c1nc3ccccc3nc1n2-c1ccc(C)cc1	-3%
CCN(CC)CCSc1nc(O)c(-c2ccccc2)c(=O)[nH]1	-17%
C=CCn1c(SCc2nc3ccccc3[nH]2)nnc1-c1cccc(OC)c1	-13%
COc1ccc(-c2cc(-c3ccc(OC)c(OC)c3)n[nH]2)c(O)c1	0%&-1%
Cc1ccc(N2CCN(C(=O)c3ccccc3NC(=O)C3CC=CCC3C(=O)O)CC2)cc1 (stereo unspecified)	-7%
Cc1cc(C)c2nc(-c3ccccn3)cc(C(=O)Nc3ccc(S(=O)(=O)Nc4cc(C)on4)cc3)c2c1	3%
COC(=O)c1c(-c2ccccc2)csc1NC(=O)CSc1ncnc2sc(C)c(C)c12	-4%
O=C(COc1ccccc1)N(CCc1ccccc1)c1nc(-c2ccc(F)cc2)cs1	4%
CCOC(=O)c1c(NC(=O)C2C3CCC(O3)C2C(=O)O)sc(C)c1-c1ccc(C)cc1 (stereo unspecified)	1%
Cc1ccc(-n2c(C)cc(/C=N/NC(=O)c3ccncc3)c2C)c(C)c1	-2%
O=C(O)c1ccc2c(c1)C(=O)N(NC(=O)c1ccccc1)C2=O	-6%
CCOc1cc(/C=C2/N=C(c3ccc(C(C)(C)C)cc3)OC2=O)cc(Cl)c1OS(C)(=O)=O	2%
CCN(CC)C(=O)c1sc2nc(-c3ccncc3)[nH]c(=O)c2c1C	-12%
OC(CNC1CCCC1)COc1c(F)cc(Br)cc1F (stereo unspecified)	-22%
CCCC(=O)N1CCN(c2ccc(NC(=O)C(C)(C)C)cc2)CC1	-4%
O=[N+]([O-])c1ccccc1-c1ccc(/C=C/c2ccc3ccccc3n2)o1	1%

3 entries already listed, ordered by their value in mouse EphA4 binding, largest number first.
structure	mouse EphA4 binding
CCOc1cc(/C=C2/N=C(c3ccc(C(C)(C)C)cc3)OC2=O)cc(Cl)c1OS(C)(=O)=O	2%
Cc1ccc(-n2c(C)cc(/C=N/NC(=O)c3ccncc3)c2C)c(C)c1	-2%
C=CCn1c(SCc2nc3ccccc3[nH]2)nnc1-c1cccc(OC)c1	-13%

(further entries)
SMILES	mouse EphA4 binding
Cn1c(O)c(N=NS(=O)(=O)c2ccccc2)c2ccccc21	0%
CC(=O)Nc1nc2n(n1)C(c1ccc(F)cc1)C=C(c1ccccc1)N2 (stereo unspecified)	-9%
CCc1ccc(OCC(=O)OC2CCS(=O)(=O)C2)cc1 (stereo unspecified)	1%
COc1ccccc1NC(=O)c1ccc(-n2cccn2)nc1	26%
CC(=O)Nc1cc(-c2ccc(F)cc2)[nH]n1	11%
Cc1cccc(NC(=S)NN2CCN(C)CC2)c1C	-6%
CCCCCCc1nnc(N)s1	-2%
COc1cccc(/C=C2\N=C3CCCCCN3C2=O)c1	0%
Cc1ccccc1NC(=O)c1ccco1	6%
COc1ccc(N2C(=O)CC(c3ccc(OC(C)C)cc3)C2=O)cc1 (stereo unspecified)	-18%
CCOC(=O)CSC1=C(C#N)C(c2ccccc2F)C(C(C)=O)=C(C)N1 (stereo unspecified)	-13%
O=C(CSc1nc2ccccc2s1)N1c2ccccc2Sc2ccc(C(F)(F)F)cc21	-2%
CC[N+]1(C)CCC(=C2c3ccccc3CC(=O)c3sccc32)CC1 (stereo unspecified)	-13%
Cc1nnc(SCC(=O)Nc2nsc(-c3ccc(Cl)cc3)n2)s1	-7%
CC(NC(=O)/C(C#N)=C/c1cn[nH]c1-c1ccccc1)c1ccccc1 (stereo unspecified)	-3%
Cc1cc2oc(=O)cc(CN3CCc4ccccc43)c2cc1Cl	-8%
COc1ccc2c(c1)-c1c(ssc1=S)C(C)(C)N2C(=O)CSc1nc(C)cc(C)n1	-1%
CCOc1cc(NC(=O)C2CC2)c(OCC)cc1NC(=O)c1cccnc1	-3%
CCOC(=O)c1cccc(NC(=O)CSc2nnc(COc3ccccc3)n2CC)c1	-3%
Cc1cccc(N2CC(=O)N/C2=N\c2nc(C)cc(C)n2)c1	-6%
Cc1cc(C)nc(SCC(=O)Nc2cc(C)on2)n1	7%
CC(=O)c1ccc(NC2=C(N3CCOCC3)C(=O)c3ccccc3C2=O)cc1	-10%
CCOC(=O)c1cc(-c2ccccc2)sc1NC(=O)CSc1nnnn1C	-3%
Cc1cc(-c2csc(N)n2)c(C)n1C	-2%
CC(C)NC(=O)c1ccc(I)cc1	-8%
Cc1ccccc1NC(=O)CN1C(=O)NC2(CCCCC2)C1=O	-13%
CCOc1ccc(/C=C/C(=O)c2ccc(Br)cc2)cc1	-5%
CCOC(=O)c1ccc(S(=O)(=O)Nc2ccc3cn[nH]c3c2)cc1	-13%
C=CCn1c(COc2ccc(Cl)cc2)nnc1SCc1ccc(C#N)cc1	-23%
CCCn1c(NC(=O)c2cccc(S(=O)(=O)N3CCCC3)c2)nc2ccccc21	-10%

A second format for two compounds above:
| Molecule | mouse EphA4 binding |
| --- | --- |
| CCOC(=O)c1cccc(NC(=O)CSc2nnc(COc3ccccc3)n2CC)c1 | -3% |
| Cc1cccc(N2CC(=O)N/C2=N\c2nc(C)cc(C)n2)c1 | -6% |

Other structures.
SMILES	mouse EphA4 binding
COCCCNC(=O)C(F)(F)C(F)(F)C(=O)NCCCOC	0%
COc1ccc(C2=NOC(C(=O)NCc3ccccc3)C2)cc1 (stereo unspecified)	2%
Cc1ccc(S(=O)(=O)NCCNC(=O)c2cc(OCC(F)(F)F)ccc2OCC(F)(F)F)cc1	-4%
CCC(C)(C)n1nnnc1C(C(C)C)N(CCCO)Cc1cc2cc(C)ccc2[nH]c1=O (stereo unspecified)	-5%
CCOC(=O)C1=C(C)N=c2s/c(=C\c3ccc4c(c3)OCO4)c(=O)n2C1c1ccc(F)cc1 (stereo unspecified)	5%
Cc1ccc(C)c(OCC(O)CN2CCC(C)CC2)c1C (stereo unspecified)	-7%
CCN1CCc2c(sc(NC(=S)NC(=O)c3ccccc3)c2C#N)C1	-16%
O=S(=O)(c1ccc(Cl)cc1)N1CCN(C2CCN(Cc3ccccc3)CC2)CC1	-8%
Cc1nnc(NC(=O)c2ccc3ccccc3c2)o1	-13%
CCn1c(COc2cccc(OC)c2)nnc1SCC(=O)N1CCOCC1	-7%
CCCCN1C(=O)C(NC(=O)c2cccnc2)(C(F)(F)F)C2=C1CC(C)(C)CC2=O (stereo unspecified)	3%
Cc1cccc(C(=O)Nc2onc(C)c2C#N)c1	-2%
Cc1ccc(-c2nc(CS(=O)CC(=O)NCc3ccccn3)c(C)o2)cc1 (stereo unspecified)	-11%
C=CCOc1ccccc1CNCCCN1CCOCC1	-7%
COC(=O)c1ccc(CSc2nc3cc(Cl)ccc3s2)o1	-7%
